Bioassay records: PubChem, several laboratories
TRPC4 potent: allosterically enhances the mouse TRPC4 cation channel. Q9QUQ5. HEK293 TRPC4beta/mu-opioid, DAMGO EC20, Fluo-4 Ca2+ flux; active compounds read high. B-score at 10 µM. 0.42% of 310,000 active. AID 2227;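 active means B-score of calcium response area above 5 SD of library B-scores, with initial fluorescence ratio within 5 SD of library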;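 further: B-score of integrated fluorescence ratio over time as area under calcium response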
TRPC6 act: activators of mouse TRPC6 channel | 0.13% of 310,000 active | Q61143 | AID 2550 | B-score at 10 µM | HEK293-TRPC6 membrane potential dye fluorescence; active compounds read high;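 active means B-score of the integrated fluorescence ratio above library mean plus 3 SD, and starting fluorescence ratio within library mean plus 5 SD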;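 further: higher score means more depolarization so channel activation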
TRPC4 block: inhibitors of mouse TRPC4 channel | B-score at 10 µM | HEK293 TRPC4beta/mu-opioid, DAMGO-evoked Fluo4 calcium flux; active compounds read low | 0.39% of 300,000 active | Q9QUQ5 | AID 2247;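 active means B-score over 3 SD under the library average, no early fluorescence shift, positive overall ratio signal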
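material = TRPC4beta/mu-opioid receptor HEK293 cell line | probe or stimulus = sequential submaximal and maximal DAMGO stimulation | compound dosing = one concentration per compound | measured by = Fluo4 Ca2+ flux fluorescence | evaluation = integrated fluorescence ratio relative to baseline, converted to per-well B score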
MrgX1 antag: human MrgX1 receptor antagonism, primary screen | MRGX1-HEK293 calcium flux, Fluo-4, BAM8-22 antagonism; active compounds read low | B-score at 10 µM | 1.3% of 310,000 active | AID 588676;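 active means calcium-response B-score plate-corrected more than 3 library SD below zero, starting fluorescence within 5 deviations, no agonist response on first addition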;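 further: peak minus trough fluorescence over baseline after final BAM8-22 challenge near maximal dose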
Target sequence (Q96LB2 whole entry, looked up): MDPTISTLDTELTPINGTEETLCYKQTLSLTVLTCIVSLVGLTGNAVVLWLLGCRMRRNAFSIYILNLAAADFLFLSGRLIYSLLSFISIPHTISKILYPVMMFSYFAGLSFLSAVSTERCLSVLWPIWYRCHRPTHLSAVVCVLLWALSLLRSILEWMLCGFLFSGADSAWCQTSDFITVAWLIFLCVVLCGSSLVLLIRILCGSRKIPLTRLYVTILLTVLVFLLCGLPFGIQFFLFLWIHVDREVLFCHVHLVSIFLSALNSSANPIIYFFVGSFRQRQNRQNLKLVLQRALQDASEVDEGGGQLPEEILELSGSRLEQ
MrgX1 agonist: agonists of human MrgX1 receptor; Q96LB2; 0.44% of 310,000 active; MrgX1-HEK293 cells, Fluo-4 calcium fluorescence, agonist mode; active compounds read high; B-score at 10 µM;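 active means calcium response B-score plate-corrected fluorescence ratio at least 3 library SD, with starting fluorescence B-score inside 5 SD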
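Assay system: MrgX1-expressing HEK293 cells / Amount: fifteen thousand cells per well / Doses: test compound in the initial addition of three / Timing: cells plated overnight, dye loaded 0.5 h 37 °C, 0.5 h room temperature / Technique: kinetic calcium dye fluorescence, Fluo-4 NW / Control set: positive and negative controls per plate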
TRPC4 agonist: activators of mouse TRPC4 channel | Q9QUQ5 | HEK293 TRPC4beta/mu-opioid, Fluo4 calcium fluorescence; active compounds read high | B-score at 10 µM | 0.49% of 310,000 active;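 active means B-score above 5 SD of library B-scores, and initial fluorescence ratio not above library mean plus 5 SD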;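 further: positive B-score marks a calcium rise read as TRPC4 activation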
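Assay system: HEK293 stable line with TRPC4beta plus mu-opioid receptor. Times: dye 45 min RT, read 110 s. Measured by: kinetic Fluo4 calcium fluorescence. Measure: B score of integrated ratio. Controls: assay buffer as low control, maximal DAMGO as high control.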
TRPC6 inhibitor: inhibitors of mouse TRPC6 channel. Q61143. HEK293-TRPC6, membrane potential dye, ACh-evoked depolarization; active compounds read low. B-score at 10 µM. 1.1% of 310,000 active;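 active means B-score under library mean minus 3 SD, initial fluorescence not abnormally high, positive integrated signal ratio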;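 further: B-score derived from integrated fluorescence ratio over the kinetic read; more negative B-score means stronger inhibition of depolarization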
SKKanGAS inh: inhibitors of SKKanGAS S. pyogenes growth in kanamycin (SK-promoter or general growth effect). BacTiter-Glo, 6 h. inhibition, % at 7.5 µM. 1.3% of 300,000 active;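 active means mean replicate score, as percent of positive control median, at least 50; inconclusive means mean below 50 but one replicate at or above 50; inactive means mean and every replicate below 50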;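 further: strain carries kanamycin resistance gene driven by streptokinase promoter and grows in 40 µg/ml kanamycin; loss of luminescence reflects streptokinase promoter inhibition or plain growth inhibition; 0% = median of DMSO wells and 100% = positive control at its reference dose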
ANO1 activ: activators or potentiators of mouse TMEM16A chloride channel; Q8BHY3; 0.3% of 340,000 active; HEK293 TMEM16A/YFP-H148Q/I152L, iodide quench fluorescence; active compounds read low; B-score at 10 µM;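 active means fluorescence-ratio B-score plate-corrected deviation score at least 3 library SD below zero, with starting fluorescence score within 5 deviations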;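 further: channel opened by trigger with iodide after compound preincubation; score built on the fluorescence ratio of max minus min over baseline; more negative score means more quench and so TMEM16A activation or potentiation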
ANO1 block: inhibitors of mouse TMEM16A calcium-activated chloride channel; Q8BHY3; HEK293 TMEM16A/YFP iodide influx fluorescence, ionomycin; normalized B-score (activity score, 25-100; higher = stronger inhibition) at 10 µM; 1.2% of 310,000 active;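 active means ratio plate-corrected score three or more library SD toward inhibition, starting fluorescence score within five deviations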;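 further: score derived from kinetic fluorescence span divided by baseline fluorescence per well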
MrgX1 PAM: human MrgX1 positive allosteric modulation, primary screen; Q96LB2; B-score at 10 µM; MrgX1-HEK293, Fluo-4 calcium flux, FDSS; active compounds read high; 0.63% of 310,000 active;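 active means plate-corrected calcium response at least 3 library SD above typical, normal starting fluorescence, not activating the receptor alone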;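 further: compound read alongside a low EC10 to EC30 dose of BAM8-22 agonist; peak minus trough fluorescence over baseline measured at the second addition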
* marks the source's active call; other numbers are inactive results; i = inactive; ? = inconclusive; nt = no result given.

SMILES | TRPC4 potent | TRPC6 act | TRPC4 block | MrgX1 antag | MrgX1 agonist | TRPC4 agonist | TRPC6 inhibitor | SKKanGAS inh | ANO1 activ | ANO1 block | MrgX1 PAM
CC(NC(=O)c1ccccc1Br)c1nnc(SCC(=O)NC2=NCCS2)n1C (configuration not stated) | i | i | i | i | i | i | i | 0 | i | i | i
Cc1cc(C)n(C(C)CC(=O)Nc2ccc(-c3ccno3)cc2)n1 (configuration not stated) | i | i | i | i | i | i | i | -14 | i | i | i
COc1cc(C#N)ccc1OCC(=O)Nc1cccc(S(=O)(=O)N2CCCC2)c1 | i | i | i | i | i | i | i | -7 | i | i | i
COc1cc(/C=C/C(=O)OCC(=O)Nc2ccc3c(c2)OCCO3)ccc1O | i | i | i | i | i | i | i | 1 | i | i | i
CC(=O)c1cccc(NC(=O)CSc2nc(=O)n(CCCN3CCOCC3)c3c2CCC3)c1 | i | i | i | i | i | i | i | -7 | i | i | i
N#C/C(=C\c1cccc(Oc2ccc(C(F)(F)F)cc2[N+](=O)[O-])c1)c1nc2ccccc2[nH]1 | i | i | i | i | i | i | i | 20 | i | i | i
c1ccc(Nc2nc(N3CCCC3)nc(N3CCOCC3)n2)cc1 | i | i | i | i | i | i | i | -2 | i | i | i
C/C(=N\NC(=O)c1ccc(N(C)C)cc1)c1ccc(C)c(C)c1 | i | i | i | i | i | i | i | 4 | i | i | i
CC1CCCCC12NC(=O)N(CC(=O)NCCc1ccccn1)C2=O (configuration not stated) | i | i | i | i | i | i | i | -6 | i | i | i
COc1cccc(-c2cccc(NC(=O)C3CCN(Cc4cnn(C)c4)CC3)c2)c1 | i | i | i | i | i | i | i | -7 | i | i | i
COc1cc(CNC(=O)c2ccccc2NC(=O)C2=C(C)OCCS2)cc(OC)c1OC | i | i | i | i | i | i | i | 6 | i | i | i
Cc1ccccc1C1C(C#N)=C(N)N(N(C)C)C2=C1C(=O)CC(C)(C)C2 (configuration not stated) | i | i | i | i | i | i | i | 1 | i | i | i
CCC(=O)N1CCc2cc(S(=O)(=O)CCC(=O)NCc3ccc(OC)cc3)ccc21 | i | i | i | i | i | i | i | -5 | i | i | i
O=C(Cc1ccc([N+](=O)[O-])cc1)NCc1ccncc1 | i | i | i | i | i | i | i | -11 | i | i | i
C=C(C)C(=O)Nc1cccc(C2=NOC3(C2)C[C@@H](C(N)=O)N(C(=O)c2cc([N+](=O)[O-])cc([N+](=O)[O-])c2C)C3)c1 (some centres not stated) | i | i | i | i | i | i | i | 3 | i | i | i
COc1ccc(S(=O)(=O)N(CC(=O)NC2CC3CCC2C3)c2ccccc2OC)cc1 (configuration not stated) | i | i | i | i | i | i | i | 2 | i | i | 8.3*
O=C(NC(=S)N1CCCCC1)C12CC3CC(CC(C3)C1)C2 | i | i | i | i | i | i | i | -9 | i | i | i
S=c1[nH]nc(Nc2ccccc2)s1 | i | i | i | i | i | i | i | -6 | i | i | i
Cc1ccccc1NC(=S)NCC(c1cccnc1)N1CCOCC1 (configuration not stated) | i | i | i | i | i | i | i | -1 | i | i | i
Cn1cnnc1SCC(=O)NC(=O)NC1CCCC1 | i | i | i | i | i | i | i | 3 | i | i | i

A few values from above:
In SKKanGAS inh, COc1ccc(S(=O)(=O)N(CC(=O)NC2CC3CCC2C3)c2ccccc2OC)cc1 (configuration not stated) shows 2
In SKKanGAS inh, C=C(C)C(=O)Nc1cccc(C2=NOC3(C2)C[C@@H](C(N)=O)N(C(=O)c2cc([N+](=O)[O-])cc([N+](=O)[O-])c2C)C3)c1 (some centres not stated) shows 3

Next part
SMILES | TRPC4 potent | TRPC6 act | TRPC4 block | MrgX1 antag | MrgX1 agonist | TRPC4 agonist | TRPC6 inhibitor | SKKanGAS inh | ANO1 activ | ANO1 block | MrgX1 PAM
COc1ccc(C2c3c(nc[nH]c3=O)Oc3nc[nH]c(=O)c32)cc1 | i | i | i | i | i | i | i | -3 | nt | i | i
CCCCN(CCCNC(=O)CN1C(=O)COc2ccc(S(=O)(=O)N3CCC(C)CC3)cc21)Cc1ccccc1 | i | i | i | i | i | i | i | -4 | i | i | i
CC(C)CN1CCN(Cc2cc(F)ccc2-n2cccn2)CC1CCO (configuration not stated) | i | i | i | i | i | i | i | -7 | i | i | i
C/C(=N/Nc1nc(-c2ccccc2F)nc2ccccc12)c1ccccc1O | i | i | i | i | i | i | i | ? | i | i | i
O=c1c(-c2ccc3c(c2)OCCO3)c(C(F)(F)F)oc2cc(O)cc(O)c12 | i | i | i | i | i | i | i | 7 | i | i | i
Cc1ccc2cc(C)c(Sc3nnnn3-c3ccccc3)nc2c1 | i | i | i | i | i | i | i | -7 | i | i | i
O=C(CSc1nnc(-c2ccc(F)cc2)o1)N1CCCCC1 | i | i | i | i | i | i | i | 0 | i | i | i
O=C(Cc1ccc(Cl)cc1)Nc1ccc(SC(F)F)cc1 | i | i | i | i | i | i | i | 0 | i | i | i
Cc1ccc(S(=O)(=O)N2CCCCC2CCNC(=O)C(=O)NCc2cccnc2)cc1 (configuration not stated) | i | i | i | i | i | i | i | -6 | i | i | i
Cc1ccc(NC(=O)COC(=O)CCC(=O)c2cccs2)cc1S(=O)(=O)N1CCOCC1 | i | i | i | i | i | i | i | -9 | i | i | i
CC(NCc1ccc(OCc2ccc(Cl)cc2)cc1)C(O)c1ccccc1 (configuration not stated) | i | i | i | i | i | i | i | 14 | i | i | i
Cc1ccccc1CNC(=O)C(=O)NCC1OCCCN1S(=O)(=O)c1ccc(F)cc1C (configuration not stated) | i | i | i | i | i | i | i | 2 | i | i | i
O=C(COc1cccnc1[N+](=O)[O-])Nc1cccc(S(=O)(=O)N2CCOCC2)c1 | i | i | i | i | i | i | i | -10 | i | i | i
N#CCCn1ncc2ccccc21 | i | i | i | i | i | i | i | 0 | i | i | i
CN1CCN(C(=O)C2=C[C@H](C3CCCCC3)C[C@H](OCc3ccc(CO)cc3)O2)CC1 | i | i | i | i | i | i | i | 0 | i | i | i
O=c1cc(CN2CCOCC2)c2ccc(O)c(O)c2o1 | i | i | i | i | i | i | i | 1 | i | i | i
C=CCOC(=O)C1=C[C@@H](c2ccc3c(c2)OCO3)C[C@@H](OCCCCO)O1 | i | i | i | i | i | i | i | 5 | i | i | i
CCOC(=O)C1CCN(c2c(Nc3ccc4c(c3)OCCO4)c(=O)c2=O)CC1 | i | i | i | i | i | i | i | 2 | i | i | i
CCOc1ccc(S(=O)(=O)NCCC(=O)NCCOc2ccccc2OC)cc1 | i | i | i | i | i | i | i | 11 | i | i | i
CCCSc1nnc(CSc2nc3nc(C)cc(C)n3n2)o1 | i | i | i | i | i | i | i | 0 | i | i | i
Cc1csc(Nc2ccc(Cl)cc2)n1 | i | i | i | i | i | i | i | 0 | i | i | i
COc1ccc(Cc2nnc(NC(=O)CSc3ccccc3)s2)cc1OC | i | i | i | i | i | i | i | -3 | i | i | i
c1ccc(CN2CCC3(CC2)Nc2ccccc2S3)cc1 | i | i | i | i | i | i | i | 1 | i | i | i
CCCCN1C(=O)c2ccc(C(=O)Nc3ccccc3N3CCOCC3)cc2C1=O | i | i | i | i | i | i | i | -5 | i | i | i
COC(=O)c1cc(CN2CCN(c3ccccc3)CC2)ccc1O | i | i | i | i | i | i | i | 2 | i | i | i
COC(=O)c1ccccc1NC(=O)NCCc1ccccc1OC | i | i | i | i | i | i | i | -12 | i | i | i
COc1ccc(C(=O)NC2CCN(C(=S)Nc3ccc(C)cc3)CC2)cc1 | i | i | i | -4.7* | i | i | i | 4 | i | i | i
N=c1c(C(=O)NC2CCCCC2)cc2c(=O)n3ccccc3nc2n1Cc1cccnc1 | i | i | i | i | i | i | -5.5* | 3 | i | i | i
O=c1cc(CSCc2ccc(Cl)cc2)[nH]c(=O)[nH]1 | i | i | i | i | i | i | i | -2 | i | i | i
Cc1cc(C(=O)Nn2c(C)nc3ccccc3c2=O)ccc1[N+](=O)[O-] | i | i | i | i | i | i | i | 15 | i | i | i
CCCOc1cccc(NC(=O)OC2CCN(C)CC2)c1 | i | i | i | i | i | i | i | 5 | i | i | i
S=c1[nH]ccn1-c1cccc(Cl)c1Cl | i | i | i | i | i | i | i | 2 | i | i | i
NC(=O)c1ccccc1OCc1cccc2ccccc12 | i | i | i | i | i | i | i | 5 | i | i | i
CCOc1ccccc1N1CCN(C(=O)c2c(Cl)cnn2C)CC1 | i | i | i | i | i | i | i | 9 | i | i | i
O=C(O)c1ccccc1-c1ccccc1C(=O)Nc1cccc(Br)c1 | i | i | i | i | i | i | i | -3 | i | i | i
Cc1ccc([C@@H]2C3COCC=C3C(C#N)=C(N)C2(C#N)C#N)o1 (some centres not stated) | i | i | i | i | i | i | i | 4 | i | i | i
Cc1ccc(NS(=O)(=O)c2ccc(C(=O)NCC(c3ccco3)N(C)C)cc2)cc1 (configuration not stated) | i | i | i | -4.9* | i | i | i | -1 | i | i | i
O=S(=O)(Nc1cccc(-c2nnco2)c1)c1ccc(Cl)cc1 | i | i | i | i | i | i | i | -6 | i | i | i
CCNC(=S)N1CCC(C(=O)c2ccc3c(c2)OCCO3)CC1 | i | i | i | i | i | i | i | -4 | i | i | i
CC(C)(C)[C@H]1C=C(C(=O)NC2CC2)O[C@@H](OCCCCO)C1 | i | i | i | i | i | i | i | -5 | i | i | i
O=C(N/N=C/c1cnc2ccccc2n1)c1cccc(F)c1 | i | i | i | i | i | i | i | -7 | i | i | i
CC(=O)Nc1cccc(C(=O)/C=C/c2ccc(/C=C/C(=O)c3cccc(NC(C)=O)c3)cc2)c1 | i | i | i | i | i | i | i | 7 | nt | i | i
Cc1cccnc1NC(=O)c1ccc(COc2ccccc2)o1 | i | i | i | i | i | i | i | 0 | i | i | i
Cc1ccc(C(=O)c2cc3c(cc2N)OCCO3)cc1 | i | i | i | i | i | i | i | 4 | i | i | i
CCCn1c(N)c(C(=O)CSc2nc3ccccc3n2CCC#N)c(=O)n(C)c1=O | i | i | i | i | i | i | i | 3 | i | i | i
